From PubChem
CBFb-RUNX1 inh: inhibitors of human CBF-beta and RUNX1 interaction; Q01196+Q13951; AlphaScreen CBFb-His/RUNX1-biotin binding, biochemical; Potency, µM (series often up to 59.8 µM), inactives show top-dose activity, negative = inhibition, usual class: inhibitors; 230,000 tested, under 10 active; AID 1477; further: % of control where 0% means no effect
Target sequence (Q01196 whole entry, looked up): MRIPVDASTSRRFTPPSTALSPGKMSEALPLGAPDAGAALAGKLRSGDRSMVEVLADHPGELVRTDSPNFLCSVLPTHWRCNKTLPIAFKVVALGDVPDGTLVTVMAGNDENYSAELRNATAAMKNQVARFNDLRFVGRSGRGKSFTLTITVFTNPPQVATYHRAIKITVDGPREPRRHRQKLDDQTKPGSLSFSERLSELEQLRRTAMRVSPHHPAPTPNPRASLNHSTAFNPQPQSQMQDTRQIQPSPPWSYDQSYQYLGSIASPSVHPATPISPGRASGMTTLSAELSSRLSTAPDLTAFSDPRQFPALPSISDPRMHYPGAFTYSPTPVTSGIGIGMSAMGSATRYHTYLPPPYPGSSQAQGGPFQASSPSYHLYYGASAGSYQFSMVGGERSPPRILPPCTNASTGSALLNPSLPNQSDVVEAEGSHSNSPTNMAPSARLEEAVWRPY
Target sequence (Q13951 whole entry, looked up): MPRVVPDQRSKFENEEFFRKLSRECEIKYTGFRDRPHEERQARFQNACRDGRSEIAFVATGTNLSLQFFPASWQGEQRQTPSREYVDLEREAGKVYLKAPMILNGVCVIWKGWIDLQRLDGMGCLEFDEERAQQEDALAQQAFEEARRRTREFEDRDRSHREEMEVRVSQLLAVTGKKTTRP
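Bead-based AlphaScreen assay; binding partners His-tagged CBF-beta and biotinylated RUNX1 at 30 nM each. Compound exposure 15 min after a 20-min protein preincubation; bead step 90 min; all steps at room temperature.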
HttQ103 aggreg: reduces HttQ103-GFP aggregates in PC12 cells | PC12 HttQ103-GFP aggregates, Acumen cytometry, 40 h | Potency, µM (highest dose often 46.1 µM), for the others: at the highest dose activity change, negative = inhibition, hits mostly inhibitors | hit rate 1.1% among 220,000 | AID 1688; further: potency means the concentration at half of the fitted maximal effect; on the % scale 0 is the no-effect control and ±100 the full control effect; nearly all actives have a fitted effect of over 60% in size
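PC12/HTTQ103-GFP, ecdysone-inducible; teb 100 nM; cpd qHTS titration; GFP aggregates read on laser cytometer, Ex 488/Em 500-530 nm.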
Luc counter: Kinase-Glo luciferase inhibition (counter-screen). Potency, µM (top dose mostly 38.3 µM), inactives show at the top dose activity change, negative = inhibition, most hits filed as inhibitors. AID 1379. Kinase-Glo luciferase, ATP luminescence, 8 min. hit rate 0.28% among 200,000; further: potency means the concentration at half of the fitted maximal effect; on the % scale 0 is the no-effect control and ±100 the full control effect; nearly all actives have a fitted effect of over 60% in size
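Inhibition of Kinase-Glo luciferase light generation was assessed at 10 uM ATP in pH 7.2 imidazole buffer, with luminescence measured after eight minutes at ambient temperature.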
IMPase Li cell: IMPase inhibition in cells with lithium potentiation; CHO-M1 cells, IP1 TR-FRET (IP-One), carbachol + lithium; Potency, µM (top dose mostly 59.4 µM), without a hit: at the top dose activity, negative = IMPase inhibition, usual class: inhibitors; hit rate 0.35% among 210,000; AID 1457;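 further: IP1 builds up when IMPase is blocked and the TR-FRET signal falls; potency means the concentration at half of the fitted maximal effect; plate controls were basal vehicle for no effect and high inhibitor control for full effect; nearly all actives have a fitted effect of over 50% in size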
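IP1 accumulation measured by competitive TR-FRET in lysed CHO-M1 cells after 30 min compound exposure at 37C, with a small lithium addition to potentiate weak responses. Hill-equation AC50 from ratio and donor-channel data.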
Lamin A splicing: LMNA splicing modulation. Potency, µM (highest dose often 46.1 µM), for inactives: top-dose ratio change, negative = inhibition, actives largely listed as inhibitors. HeLa LMNA splicing GFP/RFP minigene ratio, 48 h. hit rate 0.01% among 200,000; active means well fitted inhibition curve with a large enough effect in the signal ratio, with a control signal flat, not every such curve was filed as active; inconclusive means small, poorly fitted or top-dose-only effect, or effect the other way, or a change in a side signal; the % refers to the signal ratio; further: potency means the concentration at half of the fitted maximal effect; on the % scale 0 is the no-effect control and ±100 the full control effect
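Read-out is the ratio of GFP to DsRed2 object intensity, acquired by 488 nm laser-scanning cytometry on HeLa lamin A-EGFP minigene reporter cells. Compound incubation 48 hrs at 37 °C in Opti-MEM with 2% FBS; DMSO 0.5% final.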
NPSR antag: blocks cAMP signaling of the human neuropeptide S receptor | CHO-NPSR cells, cAMP TR-FRET, antagonist mode | Potency, µM (doses to about 38.3 µM), without a hit: at the top dose activity change, negative = inhibition, most hits filed as inhibitors | hit rate 1% among 220,000; further: potency means the concentration at half of the fitted maximal effect; on the % scale 0 is the no-effect control and ±100 the full control effect; nearly all actives have a fitted effect of over 50% in size; many of its hits are not listed in these tables
Target sequence (Q6W5P4 whole entry, looked up): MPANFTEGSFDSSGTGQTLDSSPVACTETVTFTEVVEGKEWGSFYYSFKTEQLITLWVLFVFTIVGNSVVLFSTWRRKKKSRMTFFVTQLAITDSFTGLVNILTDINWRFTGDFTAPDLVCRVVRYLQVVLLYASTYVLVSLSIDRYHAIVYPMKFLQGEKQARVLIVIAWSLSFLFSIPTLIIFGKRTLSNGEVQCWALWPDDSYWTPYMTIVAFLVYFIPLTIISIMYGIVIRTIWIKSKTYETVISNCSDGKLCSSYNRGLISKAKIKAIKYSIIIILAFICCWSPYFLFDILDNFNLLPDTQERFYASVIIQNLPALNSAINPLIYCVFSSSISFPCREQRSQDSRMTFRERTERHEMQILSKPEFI
Epigenetic derep: derepresses silenced GFP reporter in murine cells | murine LDR cells, GFP reporter derepression, 30 h | Potency, µM (doses to about 53.9 µM), inactives show top-dose GFP activation, most hits filed as activators | hit rate 0.2% among 280,000; further: potency means the concentration at half of the fitted maximal effect; % of control where 0% means no effect; nearly all actives have a fitted effect of over 60% in size
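Reporter derepression read as number of fluorescent GFP-positive objects, 20-120 um in size, counted by laser-scanning cytometer. Mouse LDR line with an epigenetically silenced CMV-GFP locus; compound incubation 30 h, 37 C.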
An asterisk follows results filed as active; ? = inconclusive; · = not tested or not shown; & = joins results of further samples; [ ] = remark or other dose. Unless noted, the call rests on the fitted dose curve; in most records, active means well fitted curve in the direction sought with a large enough effect; inconclusive means small, poorly fitted or top-dose-only effect, or another doubt; inactive means no such curve, though single readings can be large; an effect the other way counts as inactive or inconclusive.

SMILES	Luc counter	Lamin A splicing	IMPase Li cell	HttQ103 aggreg	Epigenetic derep	NPSR antag	CBFb-RUNX1 inh
COc1ccc(C)cc1C1=Nc2ccccc2C1(C)C	-6%	?	4%	3%	0.0%	-29%	-5%
COc1ccc2c(c1)Cc1sc(NC(=O)c3ccccc3)nc1-2	-6%	-4%	23%[38.3 µM]	-14%	1.4%	-15%[46.1 µM]	3%
Cc1ccccc1NC(=O)C(=Cc1ccc(C(=O)O)cc1)C(=O)Nc1ccccc1C	4%	?	1%	6.3µM*	1.6%	4µM*	6%
COc1ccc(CCCOC(Cn2ccnc2)c2ccc(OC)cc2)cc1 (stereo not drawn)	·	·	25%&16%	·	5.3%&0.0%	·	-14%&-2%
Cn1c(=O)oc2cc(S(=O)(=O)NCc3cccnc3)ccc21	·	·	·	-20%[9.22 µM]	10%	7%	23%
CC(C)Oc1cc(NC(=O)CS(=O)CC(=O)Nc2cccc(C(F)(F)F)c2)c(Cl)cc1Cl (stereo not drawn)	-4%	?	-1%[38.3 µM]	-2%	-0.6%	?	2%
COc1cccc(C2CC(c3cccs3)=NN2S(C)(=O)=O)c1 (stereo not drawn)	-4%	·	3%	16%	-2.6%	3%	4%
CC(C)NC(=O)NNC(=O)c1nn(-c2ccc(F)cc2)ccc1=O	·	·	·	-1%[9.22 µM]	-4.1%	-20%	9%
O=C(CSc1nnnn1C1CCCC1)Nc1ccc2c(c1)OCO2	0%	7%	-2%[38.3 µM]	-11%	-1.0%	-12%[46.1 µM]	4%
O=c1c2cc(Cl)ccc2[nH]c(=S)n1Cc1cccs1	-3%	1%	?	-15%	-0.9%	-39%	5%
CCOC(=O)N1CCN(C(=O)CSCc2ccc(Br)cc2)CC1	-1%	·	-8%	9%	5.8%	-2%	-5%
COc1ccc(C2C(C(=O)O)CCC(=O)N2c2ccc(C)cc2)cc1OC (stereo not drawn)	·	·	·	8%[9.22 µM]	-3.9%	7%	15%

Next results.
SMILES	Luc counter	Lamin A splicing	IMPase Li cell	HttQ103 aggreg	Epigenetic derep	NPSR antag	CBFb-RUNX1 inh
OC1CCCN(c2c3c(nc4cc(-c5cccc(F)c5)nn24)CCCC3)C1 (stereo not drawn)	4%	·	-8%	4%[9.22 µM]	-0.7%	-59%	3%
Cn1cnnc1SCC(=O)Nc1sccc1C#N	0%	7%	12%[38.3 µM]	-8%	-1.0%	-3%[46.1 µM]	1%
COc1ccccc1-n1c(SCC(=O)N2CCCC2)nnc1-c1ccccc1	·	·	·	0%[9.22 µM]	0.0%	14%	6%
COc1ccc(/C=N/NC(=S)Nc2ccccc2)cc1COc1cccc(C)c1C	·	·	·	-24%[9.22 µM]	1.1%	?	5%
N#C[C@@H]1[C@@H]2C(=O)N(c3ccc4c(c3)OCCO4)C(=O)[C@@H]2C2c3ccccc3C=CN21 (stereo partly drawn)	0%	-5%	10%	-5%	-0.8%	-20%[46.1 µM]	-11%
CN(C)Cc1ccc(O)c(CCc2ccccc2)n1	4%	-12%	9%	-16%	-0.1%	5%	2%
Cc1ccc(-c2cn3cccnc3n2)cc1NC(=O)c1ccc(Br)o1	1%	-10%	-3%[38.3 µM]	13%	-3.9%	-10%[46.1 µM]	3%
CCC(C)C(NC(=O)OC(C)(C)C)C(=O)NC(CC(C)C)C(N)=O (stereo not drawn)	0%	9%	23%[38.3 µM]	-2%	1.8%	12%[46.1 µM]	14%
C=CCOc1ccccc1CNCCc1ccc(S(N)(=O)=O)cc1	-3%	·	11%	-4%	-1.1%	11%	6%
COc1ccc(CCC(=O)Nc2sccc2C#N)cc1	-15%	-8%[46 µM]	10%	-6%	-0.2%	1%	4%
O=S(=O)(NCC1CCCO1)c1cc(Cl)ccc1Cl (stereo not drawn)	1%	15%	19%[38.3 µM]	4%	-6.4%	-5%[46.1 µM]	-3%
C=CCOc1c(Cl)cc(CNCCC)cc1Cl	-5%	3%	8%[38.3 µM]	-5%	0.1%	2%[46.1 µM]	-2%

Next part
SMILES	Luc counter	Lamin A splicing	IMPase Li cell	HttQ103 aggreg	Epigenetic derep	NPSR antag	CBFb-RUNX1 inh
CCOC(=O)c1sc(N/N=C/c2ccccc2)nc1C	-3%	?	3%	2%	-1.5%	-6%	6%
Cc1cc(NC(=O)c2ccc(NC(=O)CC(C)C)cc2)no1	-2%	2%	0%[38.3 µM]	3%	-1.1%	0%[46.1 µM]	-1%
COc1cccc(C(=O)NNC(=O)Cc2ccc(Cl)cc2)c1	2%	-10%	3%	5%	-1.1%	20%	-4%
Cc1ccccc1C(=O)c1c[nH]c(C(=O)NCCCn2ccnc2)c1	-3%	?	2%[38.3 µM]	?	1.1%	-1%[46.1 µM]	-9%
O=c1cc(-c2ccccc2Cl)oc2c(Br)ccc(O)c12	-2%[39.9 µM]	-2%	5%&3%	4%	-5.5%&6.8%	-3%	12%[89.1 µM]
COc1ccc(C(=O)N/N=C(\c2ccccc2)c2ccccn2)cc1	2%	?	14%	?	3.6%	-31%	0%
CC(=O)c1c(C)[nH]c(C(=O)OCC(=O)Nc2ccccc2Cl)c1C	0%	?	1%	24%	-1.3%	0%	14%
C/C=C/C=[N+](\[O-])C(C)/C(=N/O)c1ccc(F)cc1 (stereo not drawn)	3%	-20%	0%	3%	0.0%	1%[46.1 µM]	8%
O=C(C1CCN(S(=O)(=O)N2CCOCC2)CC1)N1CCN(c2ccccc2F)CC1	1%	·	-1%	-13%	3.5%	9%	-3%
COC(=O)/C(=C1/Oc2cc(C)oc(=O)c2S1)C(F)(F)F	1%	?	-21%	?	?	?	4%
COc1cccc(C2N(c3ccc(Cl)c(Cl)c3)C(=O)C3CCCN32)c1OC (stereo not drawn)	·	8%	·	-13%	-0.2%	?	-3%
O=S(=O)(NCC(c1ccco1)N1CCN(c2ccc(F)cc2)CC1)c1ccc(F)cc1 (stereo not drawn)	-2%	?	6%	-8%	0.0%	-26%	0%

The list continues.
SMILES	Luc counter	Lamin A splicing	IMPase Li cell	HttQ103 aggreg	Epigenetic derep	NPSR antag	CBFb-RUNX1 inh
COCCn1c(N)c(N(Cc2ccccc2)C(=O)c2cc3ccccc3o2)c(=O)[nH]c1=O	-1%	7%[46 µM]	-15%	14%	0.0%	5%	14%
Cc1nn(Cc2c(Cl)cccc2Cl)c(C)c1NC(=O)c1cn(-c2ccccc2)nc1-c1ccccc1	-2%	?	36%[activator][38.3 µM]	8%	-0.4%	?	-1%
O=C(C1CC1)N1N=C(c2ccncc2)CC1(O)C(F)(F)F (stereo not drawn)	3%	1%[46 µM]	3%	6%[9.22 µM]	-1.1%	3%	4%
CCOc1ccc(NC(=O)CN2CCN(CC(=O)Nc3ccc(F)cc3)CC2)cc1	-3%	3%	5%[38.3 µM]	-7%	-1.1%	-10%[46.1 µM]	-3%
COC(=O)c1cn(NC(=O)COc2ccc(Cl)cc2)c(=O)c2ccccc12	-1%	10%[46 µM]	-7%	?	-2.5%	-2%	13%
CC(C)(C)NC(=O)Cc1ccc(S(=O)(=O)N2CCCC2)s1	-4%	7%	24%[38.3 µM]	7%	-0.6%	-9%[46.1 µM]	-9%
CCc1cccc(Nc2cnn(C34C[C@@H]5C[C@@H](CC(CC(=O)O)(C5)C3)C4)c(=O)c2Cl)c1	0%	11%[46 µM]	6%	2%	-3.3%	-21%	-5%
CC(=O)N1[C@H](Cc2ccccc2)C=C[C@]1(C)C(=O)NCCN1CCOCC1	-5%	·	-11%	·	0.2%	·	10%
CCc1c(O)nc(SC2CC(=O)N(c3ccccc3)C2=O)[nH]c1=O (stereo not drawn)	-1%	4%[0.0737 µM]	-15%[38.3 µM]	5%	-3.2%	-1%[46.1 µM]	2%
NC(=O)NCc1cccnc1	·	·	-2%	-5%[9.22 µM]	-1.2%	-3%	10%
CNC(=O)CSc1nnc(-c2cnccn2)n1C	-4%	12%[46 µM]	-3%	·	0.0%	7%	-1%
COc1ccc(NC(=O)C(c2ccccc2)c2ccccc2)cn1	0%	?	11%	-1%[9.22 µM]	0.8%	-15%	6%

Next section, starting with the last four of the part before.
SMILES	Luc counter	Lamin A splicing	IMPase Li cell	HttQ103 aggreg	Epigenetic derep	NPSR antag	CBFb-RUNX1 inh
CCc1c(O)nc(SC2CC(=O)N(c3ccccc3)C2=O)[nH]c1=O (stereo not drawn)	-1%	4%[0.0737 µM]	-15%[38.3 µM]	5%	-3.2%	-1%[46.1 µM]	2%
NC(=O)NCc1cccnc1	·	·	-2%	-5%[9.22 µM]	-1.2%	-3%	10%
CNC(=O)CSc1nnc(-c2cnccn2)n1C	-4%	12%[46 µM]	-3%	·	0.0%	7%	-1%
COc1ccc(NC(=O)C(c2ccccc2)c2ccccc2)cn1	0%	?	11%	-1%[9.22 µM]	0.8%	-15%	6%
CCOC(=O)CNC(=O)Cc1ccc(Cl)cc1	·	·	·	5%[9.22 µM]	1.2%	?	5%
Cc1cc(Nc2cccc(Cl)c2)nc(N2CCOCC2)n1	-2%	?	-1%	-12%	-0.9%	-5%	10%
Cc1ccc(S(=O)(=O)n2cc(C=O)c3ccccc32)cc1	·	·	·	3%[9.22 µM]	-1.4%	-1%[7.67 µM]	8%
COc1ccc(S(=O)(=O)N2CCC(C(=O)Nc3cccc(Cl)c3)CC2)cc1OC	-5%	16%	6%[38.3 µM]	-26%	-1.2%	-30%[46.1 µM]	7%
O=S(=O)(Nc1nccs1)c1ccc(NS(=O)(=O)c2cccs2)cc1	6%	-2%	-2%[38.3 µM]	9%	-1.1%	-5%[46.1 µM]	1%
Cc1ccnc(NC(=O)C2CCN(S(=O)(=O)c3cccc4nsnc34)CC2)c1	-2%	-5%	1%	-15%	0.0%	-14%[46.1 µM]	1%
CCC(=O)Nc1ccc(N2CCCCC2)c(C(=O)Nc2ccccc2C)c1	-2%	2%	28%[38.3 µM]	29%	3.5%	?	1%
Cc1ccc(Cn2ccc(NC(=O)c3c(-c4ccccc4Cl)noc3C)n2)cc1	-3%	0%	28%[38.3 µM]	4%	1.2%	-12%[46.1 µM]	3%
Cc1c(Cl)cnc(NC(=O)COC(=O)CCS(=O)(=O)c2ccccc2)c1Cl	-2%	25%	0%[38.3 µM]	16%	0.0%	-7%[46.1 µM]	2%
O=[N+]([O-])c1ccccc1S(=O)(=O)N1CCN(Cc2ccsc2)CC1	1%	-10%[46 µM]	15%	12%	-1.8%	-6%	-11%

These rows are one share of the data (hit frequency here may not be typical).
